NPSR antag: antagonists of human neuropeptide S receptor cAMP signaling; Q6W5P4; CHO-NPSR cells, cAMP TR-FRET, antagonist mode; Potency, µM (series often up to 38.3 µM), for the others: at the top dose activity change, negative = inhibition, most hits filed as inhibitors; 220,000 compounds, 1% hits; note: % is set by controls: 0 for no effect and ±100 for the full control effect; nearly all actives have a fitted effect of over 50% in size; many of its hits are not listed in these tables
RGS12 GoLoco inh: inhibitors of human Gai1-RGS12 GoLoco interaction (red fluorophore); P63096; Gai1:RGS12 GoLoco peptide FP, rhodamine, 10 min; Potency, µM (titrated, usually from 61.6 µM), for inactives: top-dose activity, negative = inhibition, hits mostly inhibitors; 230,000 compounds, 0.44% hits; AID 880; active = well fitted inhibition curve with a large enough effect, not every such curve was filed as active; inactive = no such curve, though single readings can be large or run the other way; note: % is set by controls: 0 for no effect and ±100 for the full control effect; nearly all actives have a fitted effect of over 30% in size; many of its hits are not listed in these tables
KinaseGlo FLuc: counter-screen: inhibitors of Kinase-Glo firefly luciferase | Q27757 | Kinase-Glo luciferase, ATP luminescence, 8 min | Potency, µM (series often up to 38.3 µM), without a hit: at the highest dose activity change, negative = inhibition, most hits filed as inhibitors | 200,000 compounds, 0.28% hits; note: % is set by controls: 0 for no effect and ±100 for the full control effect; nearly all actives have a fitted effect of over 60% in size
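Substrate mix (final 50 mM imidazole pH 7.2, 50 mM KCl, 7 mM MgCl2, 10 uM ATP, 0.01% Tween 20, 0.05% BSA) plus pin-tool compound, then Kinase-Glo detection mix; 8 min ambient, luminescence read.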
IMPase Li cell: cell-permeable IMPase inhibitors with lithium potentiation. CHO-M1 cells, IP1 TR-FRET (IP-One), carbachol + lithium. Potency, µM (top dose mostly 59.4 µM), inactives show top-dose activity, negative = IMPase inhibition, usual class: inhibitors. 210,000 compounds, 0.35% hits. AID 1457;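 note: IP1 builds up when IMPase is blocked and the TR-FRET signal falls; plate controls were basal vehicle for no effect and high inhibitor control for full effect; nearly all actives have a fitted effect of over 50% in size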
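Lithium-sensitised IP1 accumulation assay; M1-expressing CHO cells treated 30 min at 37C with compound. Competitive antibody detection by time-resolved FRET followed a 10 min room-temperature lysis step.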
KDM4E inh: blocks human JMJD2E demethylase activity. Potency, µM (titrated, usually from 57.1 µM), for the others: at the top dose activity change, negative = inhibition, most hits filed as inhibitors. JMJD2E catalytic domain, FDH-coupled NADH fluorescence (FDH is formaldehyde dehydrogenase). 230,000 compounds, 1.6% hits. B2RXH2; active = well fitted inhibition curve with a large enough effect, not every such curve was filed as active; inconclusive = small, poorly fitted or top-dose-only effect, or another doubt; inactive = no such curve, though single readings can be large or run the other way;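 note: 0% = wells with enzyme and -100% = buffer wells without enzyme; nearly all actives have a fitted effect of over 50% in size; many of its hits are not listed in these tables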
RECQ1 inh: RECQ1 (human) helicase inhibition. Potency, µM (series often up to 57.3 µM), inactives show at the highest dose activity, negative = inhibition, actives largely listed as inhibitors. RECQ1 DNA unwinding, red fluorescence kinetic read. 240,000 compounds, 0.54% hits. AID 2549. P46063;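 note: plate controls were vehicle for no effect and no enzyme for full effect; nearly all actives have a fitted effect of over 30% in size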
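RECQ1T1 50 nM; forked duplex (20 bp + 30-nt ss tails) 200 nM, ATP 2 mM final; pH 8.0, 2 mM MgCl2, 2.5 ug/ml poly(dI-dC); 15 min compound preincubation; discontinuous kinetic read over 2 h at RT.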
SMN2 splice up: enhancers of SMN2 splice variant expression; HEK293 SMN2-luciferase splicing reporter, luminescence, 30-36 h; 210,000 compounds, 2.8% hits; Potency, µM (top dose mostly 46.1 µM), for the others: at the highest dose activity change, positive = activation, most hits filed as activators; note: % of control where 0% means no effect; nearly all actives have a fitted effect of over 55% in size
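HEK293 cells carry an SMN2 minigene-luciferase reporter in which exon 7 inclusion puts luciferase in frame. Cells were seeded at 2000 cells/well, attached for 10-12 hours, then exposed to compounds for 30-36 hours at 37C before ONE-Glo luminescence.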
Epigenetic reg: epigenetic control regulation, reporter derepression | 280,000 compounds, 0.2% hits | murine LDR cells, GFP reporter derepression, 30 h | Potency, µM (highest dose often 53.9 µM), without a hit: at the top dose GFP activation, hits mostly activators; note: % of control where 0% means no effect; nearly all actives have a fitted effect of over 60% in size
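GFP-positive cell count by laser-scanning cytometry (objects 20–120 um) after 30 h, 37 C compound exposure of murine LDR cells; reporter is CMV-GFP integrated at a silenced locus, inducible by HDAC or DNMT inhibitors.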
An asterisk follows results filed as active; i = inactive; ? = inconclusive; / = not tested or not shown; & = joins results of further samples; [ ] = another dose, or the depositor's remark. Unless noted, calls come from the whole dose curve; as a rule, active = well fitted curve in the direction sought with a large enough effect; inconclusive = small, poorly fitted or top-dose-only effect, or another doubt; inactive = no such curve, though single readings can be large; an effect the other way counts as inactive or inconclusive. Potency is the fitted concentration of half-maximal effect.

No.	SMILES	NPSR antag	RGS12 GoLoco inh	KinaseGlo FLuc	IMPase Li cell	KDM4E inh	RECQ1 inh	SMN2 splice up	Epigenetic reg
1	CCOc1cc2[nH]c(=O)n(CCCCC(=O)NC3CCCCCC3)c(=O)c2cc1OCC	-16%[46.1 µM]	1%	-5%	1%[38.3 µM]	-1%	8%	12%	2.2%
2	Cc1c(C(=O)NCc2ccc3c(c2)OCO3)oc2ccc(S(=O)(=O)N3CCC(C)CC3)cc12	-18%[46.1 µM]	11%	1%	9%	?	-1%	-49%[inhibitor]	0.0%
3	O=C(CCC(=O)NNC(=S)Nc1ccccc1)NCc1ccccc1	-20%[46.1 µM]	4%	11%	-7%[38.3 µM]	-5%	i	8%	2.1%
4	CCOC(=O)c1[nH]c2ccccc2c1NC(=O)NC(C)C	2%	6%	/	/	?	13%	/	11%
5	O=C(CSc1nc2[nH]ncc2c(=O)[nH]1)c1ccccc1	8%	-4%	0%	4%	-5%	-1%	4%	1.7%
6	CCOC(=O)C1CCN(S(=O)(=O)c2ccc(CC)cc2)CC1	1%	-14%	-4%	12%	-1%	-6%	-29%	-1.3%
7	O=S(=O)(c1ccc(Cl)cc1)N1c2ccccc2Oc2nc3ccccc3nc21	-14%[46.1 µM]	-11%	-1%	13%	-28%	-5%	?	4.7%
8	Cn1c(-c2c(N)n(C3CCCC3)c3nc4ccccc4nc23)nc2ccccc21	-16%[46.1 µM]	5%	-7%	-39%[38.3 µM]	-7%	-10%	-24%	6.2%
9	CCCn1nc(C(=O)Nc2ccc(S(=O)(=O)Nc3nccs3)cc2)c2ccccc2c1=O	-18%[46.1 µM]	1%	-5%	44%[38.3 µM]	4%	-16%	7.9µM*	4.9%
10	COc1cc(OC)cc(C(=O)Nc2ccc(S(=O)(=O)Nc3ncccn3)cc2)c1	-4%	0%	1%	-1%	2%	12%	16%&12%	-1.6%&-2.1%
11	CCOC(=O)CN1C(=O)CN(c2ccc(C)cc2)C1=O	14%	2%	-2%	-3%	0%	-13%	29%	-1.0%
12	CC1(C)C(C(=O)O)N2C(=O)CC2S1(=O)=O (stereo unspecified)	/	1%	0%[39.9 µM]	-4%	/	i	/	-7.8%
13	CS(C)(=O)=NS(=O)(=O)c1ccc(Cl)cc1	5%[46.1 µM]	5%	-2%	-3%[38.3 µM]	6%	i	13%	0.0%
14	COc1ccc2cc(CN(Cc3ccco3)Cc3nnnn3C3CCCCC3)c(=O)[nH]c2c1	?	5%	1%	-2%[38.3 µM]	-11%	i	-6%	-0.7%
15	CCOC(=O)CCCNC(=O)CCNC(=O)c1ccc(OC(C)C)cc1	0%[46.1 µM]	1%	-2%	11%[38.3 µM]	1%	i	20%	1.1%
16	COC(=O)/C(=C/c1ccc2c(c1)c1ccccc1n2C)NC(=O)c1ccccc1	-6%	13%	0%	0%	?	-6%	-31%[inhibitor]	-3.2%
17	Cc1nc2c(C)cccn2c1/C(O)=C1\C(=O)C(=O)N(CCN(C)C)C1c1ccco1 (stereo unspecified)	-14%	-1%	/	/	?	-1%	/	1.1%
18	O=C(CSc1nnnn1Cc1ccccc1)Nc1ccccc1	5%	3%	/	/	-3%	13%	/	-1.1%
19	COc1ccc(CNn2c(C)nc3ccccc3c2=O)cc1	-10%[46.1 µM]	-5%	-3%	-5%[38.3 µM]	-8%	6%	2%	3.4%
20	Cn1c(/C=C(\C#N)C(N)=S)ccc1-c1ccc(Br)cc1	-29%	15%	1%	17%	2%	-17%	5%	6.0%
21	Cn1ccnc1SCC(=O)c1ccc(Cl)cc1	10%	1%	-25%	-1%	-6%	-1%	/	0.2%
22	CC(=O)N1C(c2ccccc2O)C[C@]2(C)CC(=O)NC12 (stereo partly specified)	12%	1%	-2%	2%	-4%	i	17%	1.1%
23	Cc1ccc(-c2nnc(-c3cc(C)on3)o2)cc1	4%	4%	/	/	?	17%	/	-1.8%
24	CCC1(CC)N([O-])C(C)=C(c2ccccc2)[N+]1=O	-2%[46.1 µM]	1%	-3%	5%[38.3 µM]	4%	i	3%	-1.2%
25	NC(=O)c1c(NC(NC(=O)c2ccco2)C(=O)c2ccc(Cl)cc2)sc2c1CCCC2 (stereo unspecified)	-30%[46.1 µM]	11%	-1%	3%[38.3 µM]	?	-10%	-16%	-7.3%
26	COc1ccc(C)cc1NC(=O)CN1CCN(c2ccccc2F)CC1	?	8%	5%	25%[38.3 µM]	1%	-9%	-26%	0.0%
27	Cc1ccc(C(=O)COC(=O)C2CC(=O)N(c3nc(-c4ccccc4)cs3)C2)cc1 (stereo unspecified)	-15%[46.1 µM]	24%	0%	1%[38.3 µM]	-10%	-9%	-15%	-0.2%
28	COc1ccc(-n2nc(N)c(C(N)=O)n2)cc1	25%	4%	-13%	-11%	-5%	15%	18%	-0.8%
29	COc1ccccc1NC(=O)OCC#CCOC(=O)Nc1ccccc1OC	42%	-2%	/	/	6%	-10%	/	0.1%
30	O=C(Oc1ccc2ccccc2c1Br)N1CCCCCC1	-5%[46.1 µM]	-1%	-12%	-11%[38.3 µM]	-7%	-13%	11µM*	-1.1%
31	COc1ccc(OC)c(N2C(N)=C(C#N)C(c3ccc(OC)c(O)c3)C3=C2CC(C)(C)CC3=O)c1 (stereo unspecified)	-13%	7%	/	/	-8%	6%	/	3.2%
32	Cc1cc(C)c(C)c(OCC(=O)N2CCOCC2)c1	-15%[46.1 µM]	-1%	-2%	12%[38.3 µM]	-1%	i	-13%	0.0%
33	O=C(NCc1ccccc1)C(c1ccc(F)cc1)N(Cc1cccs1)C(=O)c1cnccn1 (stereo unspecified)	16%	4%	-1%	0%	3%	-12%	7%	5.3%
34	Cn1c(=O)[nH]c(=O)c2c1nc(Br)n2Cc1ccccc1F	-7%[46.1 µM]	-2%	3%	-6%[38.3 µM]	-6%	-8%	5%	-2.1%
35	CCN(CC)C(=O)CCSc1nnc(-c2ccncc2)o1	20%	5%	1%	1%	1%	-1%	-29%	2.1%
36	CCOC(=O)N1CCN(C(=O)CCCn2c(=S)[nH]c3ccsc3c2=O)CC1	-11%	-4%	1%	-4%	-1%	-1%	-7%	-4.8%
37	O=C(c1ccco1)N1CCN(S(=O)(=O)c2cccc3nsnc23)CC1	0%[46.1 µM]	0%	2%	11%[38.3 µM]	3%	i	4%	0.0%
38	Oc1c(Cl)cc(Cl)cc1/C=N/c1nc(-c2ccc(Cl)cc2)cs1	-1%	12%	/	/	-4%	9%	/	-0.3%
39	CC12CN(S(=O)(=O)c3ccccc3)CC(C)(CN(S(=O)(=O)c3ccccc3)C1)C2	-22%[46.1 µM]	-30%	6%	0%[38.3 µM]	-2%	6%	-24%	-0.2%
40	COc1cc(/C=N/NC(=O)CCc2ccccc2)ccc1O	-2%[46.1 µM]	-14%	-6%	43%[activator][38.3 µM]	?	-1%	1%	-0.9%
41	O=C(CCN1C(=O)c2ccccc2C1=O)Nc1ccc(S(=O)(=O)N2CCOCC2)cc1	-4%[46.1 µM]	6%	-4%	22%[38.3 µM]	-2%	-1%	72%	-2.1%
42	COCCCn1c(=S)[nH]c(C)c(C)c1=O	-15%	2%	/	/	-8%	-3%	/	2.9%
43	O=C1CCCC/C1=C/NCc1ccc(F)cc1	16%	15%	1%	1%	-3%	-4%	-1%	6.9%
44	COc1cc(CNc2nnnn2C)ccc1OCc1c(F)cccc1Cl	-9%	7%	-2%	6%	6%	i	-5%	0.0%
45	CCOC(=O)c1ccc(NC(=O)CCn2nnc3ccccc32)cc1	-4%	15%	2%	7%	9%	-3%	10%	-1.0%
46	CC(=O)Nc1ccc(NC2=CC(=O)CC(C)(C)C2)cc1	-21%[46.1 µM]	8%	2%	14%[38.3 µM]	2%	-9%	-5%	-0.8%
47	CCSc1cc(C)nc2c(-c3ccccc3)cnn12	8%[7.67 µM]	6%	/	/	-14%	-10%	/	-0.3%
48	CCCC(C(=O)NCC1CCCO1)N(Cc1ccco1)C(=O)CNS(=O)(=O)c1ccccc1 (stereo unspecified)	-3%[46.1 µM]	-3%	-2%	-1%[38.3 µM]	-1%	-12%	-6%	0.0%
49	CCOC(=O)c1cc(CC)sc1/N=C/C1C(=O)CC(C)(C)CC1=O	20%	3%	4%	8%	-7%	-25%	-1%	-1.0%
50	O=C(NCc1ccco1)c1cc2c(s1)CSC2	-5%[46.1 µM]	18%	0%	12%[38.3 µM]	?	-27%	12%	-1.6%
51	Cc1c(Cl)cccc1NC(=O)CCC(=O)NNC(=O)c1ccccc1Cl	2%[46.1 µM]	-7%	-2%	-11%[38.3 µM]	0%	2%	4%	0.0%

Pulled by compound from the list above:
No.	SMILES	NPSR antag	RGS12 GoLoco inh	KinaseGlo FLuc	IMPase Li cell	KDM4E inh	RECQ1 inh	SMN2 splice up	Epigenetic reg
48	CCCC(C(=O)NCC1CCCO1)N(Cc1ccco1)C(=O)CNS(=O)(=O)c1ccccc1 (stereo unspecified)	-3%[46.1 µM]	-3%	-2%	-1%[38.3 µM]	-1%	-12%	-6%	0.0%
39	CC12CN(S(=O)(=O)c3ccccc3)CC(C)(CN(S(=O)(=O)c3ccccc3)C1)C2	-22%[46.1 µM]	-30%	6%	0%[38.3 µM]	-2%	6%	-24%	-0.2%
5	O=C(CSc1nc2[nH]ncc2c(=O)[nH]1)c1ccccc1	8%	-4%	0%	4%	-5%	-1%	4%	1.7%
40	COc1cc(/C=N/NC(=O)CCc2ccccc2)ccc1O	-2%[46.1 µM]	-14%	-6%	43%[activator][38.3 µM]	?	-1%	1%	-0.9%
31	COc1ccc(OC)c(N2C(N)=C(C#N)C(c3ccc(OC)c(O)c3)C3=C2CC(C)(C)CC3=O)c1 (stereo unspecified)	-13%	7%	/	/	-8%	6%	/	3.2%
30	O=C(Oc1ccc2ccccc2c1Br)N1CCCCCC1	-5%[46.1 µM]	-1%	-12%	-11%[38.3 µM]	-7%	-13%	11µM*	-1.1%
17	Cc1nc2c(C)cccn2c1/C(O)=C1\C(=O)C(=O)N(CCN(C)C)C1c1ccco1 (stereo unspecified)	-14%	-1%	/	/	?	-1%	/	1.1%

Screening data from PubChem.

A portion of the library, so the mix of outcomes need not match the whole.
